Bioassay records (PubChem)
Jurkat NFkB inh – inhibitors of the PMA/ionomycin-induced NF-kB reporter in Jurkat cells | 330,000 tested, 0.53% active | inhibition, % at 4 µM | AID 435003 | PMA/ionomycin-induced NF-kB luciferase reporter, luminescence; in the data active = inhibition above about 50%
CCR6 antag – blocks CCL20-driven beta-arrestin recruitment at human CCR6; CHO-K1 CCR6 PathHunter beta-arrestin, luminescence, CCL20-stimulated; inhibition, % at 20 µM; 340,000 tested, 0.49% active; P51684;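 active = compounds whose inhibition of the agonist-driven luminescence signal at 20 µM reaches about 50%, limit read from the data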;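 note: cells stimulated with CCL20 at 14 nM final; plate controls were DMSO with CCL20 for no effect and DMSO without agonist for full effect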
CXCR6 inh – inhibitors of human CXCR6 receptor; O00574; CHO-K1 PathHunter CXCR6 beta-arrestin, luminescence; inhibition, % at 20 µM; 360,000 tested, 0.36% active; AID 602244; in the data active = inhibition above about 34%, passing the limit was not always enough;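 note: antagonist mode with CXCL16 agonist at 10 nM final; 0% = 10 nM CXCL16 with DMSO and 100% = unstimulated wells without agonist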
CHOP UPR activ – activators of apoptotic arm of unfolded protein response (CHOP). activation, % at 10 µM. CHO-CHOP luciferase reporter, UPR activation, luminescence; percent of tunicamycin response over DMSO baseline. AID 449763. 330,000 tested, 0.34% active;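 active = at 10 µM dose, activation of 40% or more, normalized to positive control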;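 note: 100% = tunicamycin at 10 µg/mL and 0% = DMSO alone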
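System: CHO-CHOP luciferase reporter cell line | Buffer or medium: F12 medium containing 10% fetal bovine serum | Doses: One dose, 10 µM in 0.5% DMSO | Times: 6 h compound exposure at 37 °C after overnight seeding | Signal: Luciferase luminescence | Read-out: % activation vs tunicamycin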
UPR XBP1 act – activators of adaptive arm of unfolded protein response (XBP1); activation, % at 20 µM; 330,000 tested, 0.33% active; CHO-XBP1 luciferase reporter, IRE1-XBP1 UPR activation, luminescence; percent of tunicamycin response, DMSO as zero;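 active = versus positive control, 20 µM dose yields 30% or more activation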;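 note: 100% = tunicamycin at 10 µg/mL and 0% = DMSO only wells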
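Assay system: IRE1-XBP1 luciferase reporter CHO line. Input: 1000 cells/well. Buffer or medium: F12 with 10% serum. Doses: 20 µM, 1% DMSO. Times: overnight seeding at 37 °C, 6 h compound treatment at 37 °C. Technique: Steady-Glo luciferase glow luminescence, 10 min after reagent addition.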
Gli-Sufu antag – blocks Gli-Sufu signaling in a luciferase reporter; 340,000 tested, 0.74% active; Sufu-KO-LIGHT fibroblasts, Gli luciferase reporter luminescence; inhibition, % at 5 µM;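 active = inhibition above about 55%, limit read from the data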;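 note: 0% = DMSO-treated cells and 100% = wells with medium but no cells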
EBI2 block – antagonists of human EBI2 receptor. 360,000 tested, 0.81% active. inhibition, % at 5 µM. P32249. EBI2 beta-arrestin recruitment, luminescence, 7a,25-OHC stimulated; in the data active = inhibition above about 38%;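 note: enzyme fragment complementation signal reports receptor beta-arrestin coupling in cells; 0% = agonist plus DMSO wells and 100% = wells without agonist; some results beyond the cut were filed as inactive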
Mdm2-MdmX inh – inhibitors of human Mdm2/MdmX interaction | inhibition, % at 8 µM | AID 485346 | 330,000 tested, 3% active | SaOS-2 split-luciferase Mdm2/MdmX complementation, luminescence;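 active = inhibition of at least 50% at 8 µM in the primary screen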
Target sequence (O15151 whole entry, looked up): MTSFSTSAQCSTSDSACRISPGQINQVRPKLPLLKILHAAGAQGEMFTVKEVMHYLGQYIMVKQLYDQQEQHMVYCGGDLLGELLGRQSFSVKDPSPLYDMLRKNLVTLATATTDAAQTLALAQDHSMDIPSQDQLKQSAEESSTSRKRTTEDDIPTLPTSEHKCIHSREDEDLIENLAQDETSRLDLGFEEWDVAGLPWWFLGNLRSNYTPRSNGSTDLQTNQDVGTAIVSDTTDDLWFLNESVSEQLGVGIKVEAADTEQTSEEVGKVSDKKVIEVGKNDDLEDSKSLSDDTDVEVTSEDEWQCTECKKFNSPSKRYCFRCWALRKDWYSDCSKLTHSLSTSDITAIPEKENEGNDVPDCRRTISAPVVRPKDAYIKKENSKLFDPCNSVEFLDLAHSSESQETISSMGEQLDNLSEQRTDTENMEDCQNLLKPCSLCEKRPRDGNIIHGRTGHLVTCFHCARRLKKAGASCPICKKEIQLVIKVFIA
Target sequence (Q00987 whole entry, looked up): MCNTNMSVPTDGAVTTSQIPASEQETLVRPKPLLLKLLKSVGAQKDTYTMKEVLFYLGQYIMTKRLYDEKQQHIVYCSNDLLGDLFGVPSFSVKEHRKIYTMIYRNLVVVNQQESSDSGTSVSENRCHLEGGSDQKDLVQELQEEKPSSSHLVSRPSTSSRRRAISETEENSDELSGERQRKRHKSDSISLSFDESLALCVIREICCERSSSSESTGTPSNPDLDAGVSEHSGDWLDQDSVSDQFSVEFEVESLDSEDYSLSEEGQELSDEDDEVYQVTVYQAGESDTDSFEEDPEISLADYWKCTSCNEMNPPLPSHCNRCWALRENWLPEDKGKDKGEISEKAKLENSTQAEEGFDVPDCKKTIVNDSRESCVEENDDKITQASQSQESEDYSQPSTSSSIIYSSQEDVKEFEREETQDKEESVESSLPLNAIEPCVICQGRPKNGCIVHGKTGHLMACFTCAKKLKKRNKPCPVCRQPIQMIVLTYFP
697 NFkB inh – inhibitors of the PMA/ionomycin-induced NF-kB reporter in 697 B cells; 330,000 tested, 0.33% active; inhibition, % at 4 µM; 697 B-cell NF-kB luciferase reporter, 16 h; in the data active = inhibition above about 35%
An asterisk follows results filed as active; . = not tested or not shown.

Assay codes – A = Jurkat NFkB inh; B = CCR6 antag; C = CXCR6 inh; D = CHOP UPR activ; E = UPR XBP1 act; F = Gli-Sufu antag; G = EBI2 block; H = Mdm2-MdmX inh; I = 697 NFkB inh
Cc1ccc(CNC(=O)c2cccc(-n3cnnn3)c2)cc1
  A: 0; B: -7; C: 6; D: -1.0; E: 0; F: 4; G: 10; H: 4; I: 18

Cc1ccc(NC(=O)c2nc[nH]c2C(=O)Nc2ccc(C)cc2)cc1
  A: 1; B: 21; C: 3; D: -0.7; E: -3; F: 6; G: -34; H: 29; I: -9

O=C(O)CC1c2ccccc2CCN1S(=O)(=O)c1ccc(F)cc1 (stereo unspecified)
  A: -4; B: 7; C: -6; D: -1.3; E: -4; F: -6; G: -9; H: -3; I: -20

Cc1cccc(N(CC(=O)NC2CCCCC2)C(=O)CCC(=O)Nc2nccs2)c1
  A: -14; B: 13; C: 10; D: 2.3; E: 6; F: 27; G: -5; H: 17; I: -11

COc1ccc(C(=O)C2CCCN(C(=O)c3cc(C(C)C)no3)C2)cc1F (stereo unspecified)
  A: -9; B: 24; C: 1; D: -2.6; E: -2; F: 5; G: 13; H: 12; I: 29

Cc1cc(C)cc(N(CCC#N)C(=O)CSc2nc3ccccc3c(=O)[nH]2)c1
  A: -5; B: 4; C: 0; D: 0.2; E: -5; F: 15; G: -3; H: 26; I: 11

Cc1ccc(C(=O)NC(=S)N2CCN(C)CC2)cc1Br
  A: 9; B: 1; C: -1; D: 3.0; E: -4; F: 3; G: -13; H: 11; I: 23

COc1ccc(Cl)cc1NC(=O)N(C)Cc1c(C)nn(C)c1C
  A: 5; B: 3; C: -8; D: 0.8; E: -1; F: 7; G: -2; H: 5; I: 0

Cc1ccc(S(=O)(=O)N2CC(=O)N3CCN(CCN)C3C2)cc1 (stereo unspecified)
  A: 5; B: -1; C: 2; D: -1.0; E: -1; F: 30; G: -2; H: 11; I: 9

Cc1c(C(=O)N2CCCCC2)nnn1-c1nonc1N
  A: 8; B: 20; C: 13; D: 1.0; E: 0; F: 3; G: 10; H: -8; I: 17

Record cards (already shown). Order of screens: Jurkat NFkB inh | CCR6 antag | CXCR6 inh | CHOP UPR activ | UPR XBP1 act | Gli-Sufu antag | EBI2 block | Mdm2-MdmX inh | 697 NFkB inh
Shown for Cc1c(C(=O)N2CCCCC2)nnn1-c1nonc1N → 8 | 20 | 13 | 1.0 | 0 | 3 | 10 | -8 | 17
Shown for Cc1ccc(C(=O)NC(=S)N2CCN(C)CC2)cc1Br → 9 | 1 | -1 | 3.0 | -4 | 3 | -13 | 11 | 23
Shown for Cc1ccc(CNC(=O)c2cccc(-n3cnnn3)c2)cc1 → 0 | -7 | 6 | -1.0 | 0 | 4 | 10 | 4 | 18
Shown for Cc1ccc(S(=O)(=O)N2CC(=O)N3CCN(CCN)C3C2)cc1 (stereo unspecified) → 5 | -1 | 2 | -1.0 | -1 | 30 | -2 | 11 | 9

Next compounds
Assay codes – A = Jurkat NFkB inh; B = CCR6 antag; C = CXCR6 inh; D = CHOP UPR activ; E = UPR XBP1 act; F = Gli-Sufu antag; G = EBI2 block; H = Mdm2-MdmX inh; I = 697 NFkB inh
COc1cccc(NC(=O)CN(C)C(=O)/C=C/c2cn(-c3ccccc3)nc2-c2ccc(OC)c(OC)c2)c1
  A: .; B: 8; C: 7; D: .; E: .; F: 6; G: 29; H: .; I: .

COc1cc(-c2cc3nc(C)c(C)c(=O)n3[nH]2)cc(OC)c1OC
  A: 24; B: 1; C: 2; D: 3.7; E: 0; F: -3; G: 0; H: 7; I: 18

Cc1ccc(-c2nonc2NC(=O)c2ccco2)cc1
  A: 8; B: 3; C: 3; D: 2.1; E: -4; F: 1; G: -10; H: 22; I: -13

Cc1ccc(NC(=O)Nc2ccccc2)c(Br)c1
  A: -80; B: -1; C: -4; D: 6.0; E: 4; F: -87; G: -15; H: -41; I: -127

NNC(=O)C1CC(O)CN1S(=O)(=O)c1ccc(Cl)cc1 (stereo unspecified)
  A: -5; B: -9; C: -3; D: -1.2; E: 0; F: 21; G: 7; H: -1; I: 4

Cc1nnc(SCC(=O)Nc2nnc(-c3ccccc3)o2)s1
  A: 9; B: -1; C: -4; D: -0.1; E: -1; F: -8; G: -7; H: 28; I: 12

CN(Cc1ccccc1)C(=O)CCS(=O)(=O)c1ccc2c(c1)oc(=O)n2C
  A: 6; B: 2; C: -1; D: 3.4; E: -5; F: -14; G: -3; H: 6; I: -9

O=C(Nc1ccccc1)N1CCSc2cc(Cl)ccc21
  A: 9; B: -6; C: 2; D: -1.8; E: 2; F: 6; G: -15; H: 5; I: -5

CC1(C)CC2(CCO1)OC(=O)CC2C(=O)Nc1ccccc1Cl (stereo unspecified)
  A: 0; B: 9; C: 2; D: -3.2; E: 3; F: 3; G: -1; H: 3; I: 2

CC(C(=O)c1ccccc1)n1cnc2ccccc2c1=O (stereo unspecified)
  A: 7; B: 4; C: -3; D: 0.9; E: 2; F: 1; G: -2; H: 7; I: 5

Structures shown so far containing bromine:
Assay codes – A = Jurkat NFkB inh; B = CCR6 antag; C = CXCR6 inh; D = CHOP UPR activ; E = UPR XBP1 act; F = Gli-Sufu antag; G = EBI2 block; H = Mdm2-MdmX inh; I = 697 NFkB inh
Cc1ccc(C(=O)NC(=S)N2CCN(C)CC2)cc1Br
  A: 9; B: 1; C: -1; D: 3.0; E: -4; F: 3; G: -13; H: 11; I: 23

Cc1ccc(NC(=O)Nc2ccccc2)c(Br)c1
  A: -80; B: -1; C: -4; D: 6.0; E: 4; F: -87; G: -15; H: -41; I: -127

The list continues.
Assay codes – A = Jurkat NFkB inh; B = CCR6 antag; C = CXCR6 inh; D = CHOP UPR activ; E = UPR XBP1 act; F = Gli-Sufu antag; G = EBI2 block; H = Mdm2-MdmX inh; I = 697 NFkB inh
Cc1cn(S(=O)(=O)c2ccc(Br)cc2)cn1
  A: -5; B: -7; C: -8; D: 2.3; E: 1; F: 6; G: 0; H: 2; I: 7

Cc1cc(S(=O)(=O)N2CCCCC2)ccc1OCC(=O)N1CCCC1
  A: 9; B: 10; C: -4; D: 12; E: -2; F: 6; G: -3; H: 15; I: -15

Cc1cc(C)c(C#N)c(SCC(=O)Nc2ccc(S(=O)(=O)Nc3onc(C)c3C)cc2)n1
  A: 8; B: -3; C: 6; D: -1.2; E: 0; F: 4; G: 3; H: -15; I: 6

O=[N+]([O-])c1cccc(-c2ccc(C(=S)N3CCOCC3)o2)c1
  A: -117; B: 21; C: 5; D: 1.9; E: 8; F: -91; G: 10; H: -114; I: -125

O=C(NCC1CCCO1)c1cccc(Oc2ccc([N+](=O)[O-])cc2)c1 (stereo unspecified)
  A: 16; B: 14; C: 0; D: -0.8; E: -5; F: 5; G: -1; H: 18; I: -16

O=C1C2CC=C(Cl)CC2C(=O)N1CNc1ccccn1 (stereo unspecified)
  A: -11; B: 14; C: 8; D: -0.7; E: 3; F: -13; G: 5; H: -2; I: 0

CC(=O)NCCc1cc2ccc(C)c(C)c2[nH]c1=O
  A: 5; B: -2; C: -5; D: -0.3; E: -1; F: -7; G: -9; H: 1; I: -10

CCOC(=O)C1CCN(C(=S)Nc2cccc(C)c2C)CC1
  A: 5; B: -5; C: 3; D: 1.6; E: -1; F: -3; G: -12; H: 2; I: -12

CNC(=O)CSc1nnc(-c2cccnc2)n1-c1ccc(C)cc1
  A: 18; B: 14; C: -2; D: -0.6; E: 0; F: -2; G: -9; H: -36; I: 11

Cc1ccc(NC(=O)CSC2=NN3CCCC(=O)N=C3S2)cc1Cl
  A: 6; B: -3; C: -4; D: -1.2; E: -4; F: -6; G: 0; H: 8; I: 2

COCCCNC(=O)Cn1cc2c(n1)CCC(C)C2 (stereo unspecified)
  A: 0; B: 12; C: 8; D: -2.0; E: 2; F: -5; G: 2; H: -19; I: 5

CCOc1ccccc1Oc1ccc(C(F)(F)F)cn1
  A: 5; B: 2; C: 0; D: -3.3; E: -5; F: -9; G: 4; H: 11; I: 16

CCc1nnc(NC(=O)CSc2nc(C)c3c(c2C#N)CCCC3)s1
  A: -22; B: -2; C: -3; D: -1.1; E: -2; F: -31; G: 2; H: 25; I: -117

O=C1COc2ccc(C(=O)COC(=O)c3ccc([N+](=O)[O-])cc3Cl)cc2N1
  A: 5; B: -2; C: -21; D: 0.9; E: -2; F: -4; G: 1; H: 16; I: 11

Cc1nc2ccccc2c(=O)n1NC(=O)C1CCCCC1
  A: -7; B: -6; C: -4; D: 0.1; E: -2; F: 3; G: 1; H: -22; I: -22

N#CC1=C(N)OC2=C(CC/C2=C\c2ccccc2)C1c1ccccc1 (stereo unspecified)
  A: -1; B: 31; C: 4; D: 104*; E: 3; F: 22; G: 13; H: 41; I: -1

Cc1nnc(SCc2ccc(C(=O)O)cc2)s1
  A: -9; B: 2; C: 1; D: -0.6; E: -3; F: 2; G: -7; H: 13; I: 0

CC(C)Cc1ccccc1O
  A: 1; B: .; C: .; D: 0.6; E: 1; F: .; G: .; H: -7; I: -20

CC1=C(C(=O)OCc2ccccc2)C(c2cccs2)N2C(=O)CCSC2=N1 (stereo unspecified)
  A: 7; B: 21; C: 4; D: -2.0; E: -5; F: 2; G: 7; H: 19; I: 3

Cc1ccccc1-c1nc(S(=O)(=O)c2ccccc2)c(N2CCCC2)o1
  A: -1; B: 26; C: 14; D: 2.4; E: -2; F: 8; G: -3; H: -15; I: -7

CCOc1ccccc1CNC(=O)C1CCN(C(=O)N2CC(C)Oc3ccc(C)cc32)CC1 (stereo unspecified)
  A: 13; B: 11; C: -6; D: -3.1; E: -3; F: 4; G: 7; H: 22; I: 4

O=C(Nc1ccc(S(=O)(=O)Nc2ncccn2)cc1)c1ccc(Cl)c([N+](=O)[O-])c1
  A: -8; B: 9; C: 6; D: 0.7; E: -2; F: 24; G: 1; H: 14; I: 9

COc1ccc([C@H]2CC(=O)C=C(c3ccc(Cl)c(F)c3)C2)cc1
  A: -3; B: 15; C: -4; D: 1.4; E: -2; F: -1; G: 51*; H: -14; I: 7

COc1ccc(-c2cc(C(=O)O)c3ccccc3n2)c(OC)c1
  A: 7; B: -8; C: 0; D: -0.2; E: -1; F: 4; G: 1; H: -4; I: 12

CCn1cc(C(=O)NN)c(=O)c2cc(F)c(N3CCOCC3)cc21
  A: 2; B: 11; C: 0; D: 0.4; E: 3; F: 6; G: -1; H: 6; I: -2

CCOC(=O)C1=C(C)NC(C)=C(C(=O)OCC)C1c1nc2ccccc2[nH]1
  A: -3; B: 1; C: .; D: 1.1; E: 3; F: -20; G: .; H: -4; I: 8

COC(=O)c1cc(NC(=O)Cc2ccccc2[N+](=O)[O-])ccc1Cl
  A: -1; B: 8; C: -7; D: 3.0; E: 0; F: 1; G: 4; H: -2; I: 29

CCOC(=O)c1csc(NC(=O)c2ccc(OCC)cc2)n1
  A: 28; B: 11; C: 3; D: 0.9; E: -1; F: -41; G: -7; H: 11; I: -9

Fc1ccc(-c2cc3nc4c(c(N5CCOCC5)n3n2)CCCC4)cc1
  A: -15; B: 0; C: 4; D: 0.8; E: 4; F: 0; G: 26; H: 11; I: -45

CN(Cc1ccc([N+](=O)[O-])cc1)c1ccccc1
  A: .; B: 28; C: 7; D: .; E: .; F: -3; G: 8; H: .; I: .

Records listed above printed as active in EBI2 block:
SMILES | Jurkat NFkB inh | CCR6 antag | CXCR6 inh | EBI2 block | Mdm2-MdmX inh | 697 NFkB inh
COc1ccc([C@H]2CC(=O)C=C(c3ccc(Cl)c(F)c3)C2)cc1 | -3 | 15 | -4 | 51* | -14 | 7
